Y pestis TopoI: Y. pestis Topo-I inhibition via cleavage products; Y. pestis Topo-I cleavage product accumulation, plate reader; activity, % at 10 µM; 0.064% of 360,000 active; in the data active = activity above about 50%, passing the limit was not always enough; note: inactives centre near 2
Rv3671c inh: inhibitors of M. tuberculosis serine protease Rv3671c; inhibition, % at 5.96 µM; 0.048% of 320,000 active; in the data active = inhibition above about 38%;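 note: extracellular domain of Rv3671c used as enzyme; 0% = enzyme with DMSO and 100% = no enzyme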
Vc quorum ag: inducers of Vibrio cholerae quorum light production without autoinducers; V. cholerae BH1578 lux reporter, luminescence, 6 h; activation, % at 18.7 µM; 0.16% of 350,000 active; AID 588436; in the data active = activation mostly above about 9.7%, no sharp cut-off; note: not every result past the cut was called active; inactives centre near 0; reference of the scale not given here
MazEF act: MazEF (E. coli) toxin RNase activation. FAM/BHQ RNA-DNA oligo cleavage fluorescence, 5 h. activation, % at 20 µM. P0AE70. AID 504720. 0.32% of 350,000 active; in the data active = activation above about 50%
DUSP3 inh: blocks human VHR1 dual specificity phosphatase. AID 1654. recombinant VHR phosphatase, pNPP absorbance. 0.52% of 290,000 active. inhibition, % at 13.3 µM. P51452; in the data active = inhibition above about 50%; note: some compounds called inactive have numbers as strong as hits
Target sequence (P51452 whole entry, looked up): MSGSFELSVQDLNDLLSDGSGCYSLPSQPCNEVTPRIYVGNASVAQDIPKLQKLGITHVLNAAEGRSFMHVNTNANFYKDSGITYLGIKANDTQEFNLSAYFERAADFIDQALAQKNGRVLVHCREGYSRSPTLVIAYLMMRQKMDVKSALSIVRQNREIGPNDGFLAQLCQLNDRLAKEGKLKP
TcdB inh: TcdB glycohydrolase inhibition | P18177 | TcdB glycohydrolase enzymatic assay, plate reader | inhibition, % at 9.99 µM | 0.24% of 350,000 active; in the data active = inhibition above about 10%
SSB-PriA inh: inhibitors of Klebsiella pneumoniae PriA binding to SSB C-terminal tail; inhibition, % at 33 µM; 0.6% of 430,000 active; AID 1272365; AlphaScreen SSBct-PriA binding, biotinylated peptide; in the data active = inhibition mostly above about 37%, no sharp cut-off; inactive = mostly below about 20%;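 note: plate controls were negative control peptide for no effect and reference peptide for full effect; strong numbers were not always called active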
PfHsp40 yeast: compounds rescuing yeast from Plasmodium falciparum HSP40 toxicity; S. cerevisiae expressing PfHsp40, growth rescue, ATP luminescence; 0.68% of 340,000 active; growth rescue, % at 12.5 µM; in the data active = growth rescue above about 28%, passing the limit was not always enough;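 note: yeast W303a lacking pdr1 and pdr3 grown in galactose medium; growth measured after three days at 30 °C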
Anthrax LF inh2: anthrax lethal factor protease inhibition | P15917 | multiplex microsphere protease cleavage assay, LF | 0.12% of 360,000 active | inhibition, % at 10 µM | AID 588501; in the data active = inhibition above about 30%; note: plate controls were buffer without enzyme for full effect and enzyme alone for no effect
Target sequence (P15917 whole entry, looked up): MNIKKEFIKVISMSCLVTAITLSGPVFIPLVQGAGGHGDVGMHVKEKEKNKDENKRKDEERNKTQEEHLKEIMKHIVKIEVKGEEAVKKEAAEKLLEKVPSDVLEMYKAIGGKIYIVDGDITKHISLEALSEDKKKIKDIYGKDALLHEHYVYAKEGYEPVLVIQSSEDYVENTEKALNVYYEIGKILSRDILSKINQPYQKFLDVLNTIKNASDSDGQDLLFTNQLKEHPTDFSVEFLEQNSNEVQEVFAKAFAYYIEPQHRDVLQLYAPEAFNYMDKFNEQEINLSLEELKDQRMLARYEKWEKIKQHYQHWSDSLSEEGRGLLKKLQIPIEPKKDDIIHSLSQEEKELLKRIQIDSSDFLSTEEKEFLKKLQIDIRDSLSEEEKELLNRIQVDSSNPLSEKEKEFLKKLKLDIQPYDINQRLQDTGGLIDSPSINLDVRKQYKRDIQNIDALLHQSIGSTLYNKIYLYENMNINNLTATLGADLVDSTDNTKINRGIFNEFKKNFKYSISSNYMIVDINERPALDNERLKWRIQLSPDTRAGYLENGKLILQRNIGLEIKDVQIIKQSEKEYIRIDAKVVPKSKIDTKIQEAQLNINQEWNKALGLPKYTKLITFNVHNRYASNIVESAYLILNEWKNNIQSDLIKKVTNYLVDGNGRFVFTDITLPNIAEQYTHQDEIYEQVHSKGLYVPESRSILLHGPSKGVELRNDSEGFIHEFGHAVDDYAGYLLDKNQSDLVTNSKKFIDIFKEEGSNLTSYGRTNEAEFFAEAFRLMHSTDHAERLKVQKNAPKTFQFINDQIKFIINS
3CLpro inhibitor: SARS-CoV 3CLpro protease inhibition | AID 1706 | inhibition, % at 6 µM | recombinant SARS-CoV 3CLpro, quenched FRET peptide cleavage | 0.14% of 290,000 active | P0C6X7; in the data active = inhibition above about 12%
The depositor's hits bear a star; i = inactive; . = no result given; & = joins results of further samples. Some of the compounds tested, so the mix of outcomes need not match the whole.

SMILES	Y pestis TopoI	Rv3671c inh	Vc quorum ag	MazEF act	DUSP3 inh	TcdB inh	SSB-PriA inh	PfHsp40 yeast	Anthrax LF inh2	3CLpro inhibitor
O=C(CSc1ncn(-c2ccccc2)n1)Nc1nc2c(s1)CCCC2	14	-5	i	-3	-14	.	-1	-0.3	-1	2
COc1ccc(-n2ncc3c2CC(C)(C)CC3NC(=O)CN2CCOC2=O)cc1 (stereo unspecified)	-4	.	-0.3	-13	6	0.2	-7	1.4	0	0
Cc1cc(C(=O)CCl)c(C)n1CC1COc2ccccc2O1 (stereo unspecified)	-6	9	i	-8	26	1.6	2	0.7	-3	7
CN(C)c1ccc(/C=C/c2ccncc2)cc1	-2	.	i	-65	24	.	4&-10	-0.4	-4	-5
COCCNC(=O)c1ccc2c(Cl)c3c(nc2c1)CCC3	3	-3	-1.5	1	5	2.2	-4	-0.1	-9	1
Cc1sc(NC(=O)CN(Cc2ccccc2)C(=O)C(C)C)c(C(N)=O)c1C	14	-5	-0.2	5	2	1.1	0	-0.1	-2	3
Cc1ccc(C2NC(=NCc3ccccc3)Nc3nc(C)cc(=O)n32)cc1 (stereo unspecified)	3	11	-0.5	12	13	-0.5	-2	-0.9	-3	-3
Cc1ccc(S(=O)(=O)n2nc(OC(=O)c3c(F)cccc3Cl)cc2N)cc1	7	3	-0.2	-3	20	-1.2	-6	1.2	0	2
CCN(CC(=O)Nc1ccc(OC)cc1)C(=O)c1ccc(Cl)c(S(=O)(=O)N2CCCC2)c1	3	-3	-0.4	0	.	1.4	-3	1.1	-7	.
CCN(CC)CCCn1c(=S)[nH]c2cc(C(=O)OC)ccc2c1=O	-9	-2	2.2	-10	9	.	-22	-0.3	-1	-6
CC1CN(C(=O)CSc2nc(N)cc(N)n2)CC(C)O1 (stereo unspecified)	3	-2	i	1	.	0.4	-4	0.6	-10	.
O=C(Cc1cccs1)Nc1ccc(Cl)c(S(=O)(=O)N2CCOCC2)c1	3	.	i	2	.	0.8	-2	-0.7	.	.
COc1ccc(/C=N/NS(=O)(=O)c2ccc(NC(C)=O)cc2)cc1	-1	-7	-0.5	-3	21	0.9	i	1.1	0	-2
CN(C)Cc1c(C(=O)N/N=C/C2CC=CCC2)nnn1-c1nonc1N (stereo unspecified)	3	-15	-0.5	7	1	-2.5	.	-0.6	0	-5
Cc1ccc(C)c(CN2CCCN(Cc3cc(C)ccc3C)S2(=O)=O)c1	-1	6	-7.7	2	-3	0.6	-12	-1.3	-6	5
CC1CCN(C(=O)c2[nH]cnc2C(=O)Nc2ccccc2F)CC1	8	.	-0.4	-11	.	0.4	.	.	-7	.
Clc1ccc(-n2nnnc2-c2cnc(-c3ccccn3)nc2-c2cccs2)cc1	-10	0	-0.1	2	4	.	25	-0.2	-6	4
CC(C)=CCc1c(O)cc(O)c2c1OC(c1ccc(O)cc1)CC2=O (stereo unspecified)	-9	-3	-0.4	-1	.	6.8	2	262*	0	.
COc1cccc(/C=N/Nc2ccc([N+](=O)[O-])cc2)c1O	-38	-4	i	-16	31	-0.2	.	-0.6	-5	2
COc1ccnc(-n2cccc2C=O)c1C#N	6	6	-0.6	2	24	.	-14	-0.7	4	-1
C/C(O)=C/c1nc2ccccc2[nH]c1=O	-3	-4	-0.2	-6	-5	-1.8	-10	-1.1	-1	1
Cc1ccc(OCCC(=O)OCC(=O)C(C)(C)C)cc1	3	-4	.	4	-20	.	-14	-0.1	0	0
Cc1csc(NC(=O)CSc2nnc(-c3ccoc3C)n2CCc2ccccc2)n1	22	0	5.0	-6	15	.	-5	1.2	-2	-2
COC(=O)/C(C(C)=O)=C(\C=C\N(C)C)N(C)C	7	0	i	0	2	-0.2	-15	0.7	1	-3
COc1ccc(C(=O)NN/C(C)=C/C(=O)C(F)(F)C(F)(F)C(F)(F)F)cc1	-3	-2	i	-4	-8	0.1	.	-1.5	-1	2
Cc1ccccc1C(=O)c1cccn1CC(=O)NC(C)c1ccccc1 (stereo unspecified)	0	-9	i	4	10	0.7	4	0.0	-3	-6
O=C(Cn1cnc2c(nnn2-c2ccc(F)cc2)c1=O)NCC1CCCO1 (stereo unspecified)	10	-5	i	18	-3	2.0	-3	3.0	3	-2
C=CCn1c(O)c(C(CC)=Nc2ccc(NC(C)=O)cc2)c(=O)[nH]c1=O	6	0	0.6	7	4	1.0	-14	-1.3	-8	4
O=C(COC(=O)c1cccc(C(=O)OCC(=O)NC2CC2)n1)NC1CC1	9	-2	-0.4	2	37	-0.1	0	-3.0	-4	3
CCOc1ncccc1C(=O)NCc1ccccc1Cl	2	-6	i	-1	30	0.5	-9	-1.2	-2	-1
Cc1ccc(S(=O)(=O)NNC(=O)C2COc3ccccc3O2)cc1C (stereo unspecified)	5	4	-0.7	2	-12	-0.4	-7	-1.0	1	-4
Cc1ccccc1C(=O)NC1CCN(C(=O)NCc2ccccc2)CC1	-4	5	-0.3	-23	-17	0.2	-6	-0.4	1	6
CCN(C(=O)CSc1nnnn1C)C1CCS(=O)(=O)C1 (stereo unspecified)	4	.	-1.4	4	.	1.9	10	0.9	-2	.
Cn1nc(C(=O)NCC(=O)Nc2ccc(F)c(F)c2F)c2ccccc2c1=O	2	-6	-0.3	5	.	2.1	-2	0.9	.	.
COC(=O)CNC(=O)C(C)(C)Oc1ccc(Cl)cc1	11	8	-12	0	33	.	-16	-2.4	1	-2
COc1ccc(C2N(C(=O)N3CCOCC3)CCN2S(=O)(=O)c2ccc(C)cc2)cc1 (stereo unspecified)	-7	3	-1.8	-13	19	0.0	-6	-1.6	1	-3
O=C(NCc1ccc2c(c1)OCO2)C1CC(=O)N(CCc2ccc(Cl)cc2)C1 (stereo unspecified)	13	-2	i	2	-4	0.2	-5	-1.8	-4	2
O=C(CSc1nnnn1-c1ccccc1)NCc1cccs1	-5	4	-0.2	-4	10	.	-15	1.4	1	0
COC(=O)c1cc2c(ccn2-c2ccc(F)cc2)n1CC(=O)N1CCN(C(=O)c2ccco2)CC1	23	-3	-10	0	-1	.	-7	-0.4	-3	1
O=C(Cc1csc(NC(=O)c2ccc(F)cc2)n1)NO	9	12	-0.4	8	19	1.6	-8	0.8	-4	0

Rewritten with bars between the fields: entries from further up.
smiles | Y pestis TopoI | Rv3671c inh | Vc quorum ag | MazEF act | DUSP3 inh | TcdB inh | SSB-PriA inh | PfHsp40 yeast | Anthrax LF inh2 | 3CLpro inhibitor
CCN(C(=O)CSc1nnnn1C)C1CCS(=O)(=O)C1 (stereo unspecified) | 4 | . | -1.4 | 4 | . | 1.9 | 10 | 0.9 | -2 | .
Cn1nc(C(=O)NCC(=O)Nc2ccc(F)c(F)c2F)c2ccccc2c1=O | 2 | -6 | -0.3 | 5 | . | 2.1 | -2 | 0.9 | . | .
COC(=O)CNC(=O)C(C)(C)Oc1ccc(Cl)cc1 | 11 | 8 | -12 | 0 | 33 | . | -16 | -2.4 | 1 | -2

(list continues)
SMILES	Y pestis TopoI	Rv3671c inh	Vc quorum ag	MazEF act	DUSP3 inh	TcdB inh	SSB-PriA inh	PfHsp40 yeast	Anthrax LF inh2	3CLpro inhibitor
CC(=O)N1CCN(c2ccc(NC(=O)/C=C/c3ccccc3)cc2)CC1	2	0	i	7	-11	-0.1	4	0.2	-2	0
O=C(CC(c1ccccc1)c1ccco1)Nc1nccs1 (stereo unspecified)	-8	-5	-0.3	2	32	.	4	0.0	-2	-1
COc1ccc(CC(=O)N/N=C/C=C/c2ccc3c(c2)OCO3)cc1OC	9	-8	i	-2	16	1.6	i	.	3	3
CC(C)C(=O)Nc1cccc(NC(=S)NC(=O)c2ccc(Cl)cc2)c1	6	-4	-0.4	2	6	.	0	-1.1	12	6
COc1cccc(CNc2nc(NC(C)C)nc3ccsc23)c1OC	0	.	i	.	.	2.0	.	.	0	.
O=c1[nH]nc(Cc2ccc3ccccc3n2)c2ccccc12	-3	-1	.	74*	26	.	-6	-1.3	1	0
CCN(CC)CCn1c(N)c(S(=O)(=O)c2ccccc2)c2nc3ccccc3nc21	0	6	i	4	1	0.0	11	1.2	12	-7
OC(CNCCc1ccc(Cl)cc1)COc1ccc2ccccc2c1 (stereo unspecified)	1	.	i	-3	17	3.1	5	-0.4	1	-4
CCC1(C)Cc2c(sc3nnn(Cc4ccccc4Cl)c(=O)c23)CO1 (stereo unspecified)	32	-10	i	-5	28	.	-32	-0.8	4	0
COc1ccc(C(=O)N/C(=C\c2ccccc2)C(=O)Nc2cccc(C(=O)O)c2)cc1	0	0	i	0	9	-0.2	-2	-1.7	0	2
CCCCOc1ccc(C2C(C(=O)c3cccs3)=C(O)C(=O)N2CCN2CCOCC2)cc1 (stereo unspecified)	-2	5	1.8	6	0	1.0	7	2.7	0	2
CCOc1ccccc1/C=N/Nc1nc(C)cc(=O)[nH]1	0	-2	-1.4	0	-1	.	.	0.3	-2	-2
COC(=O)c1c(NC(=O)c2ccc(C)cc2)sc(Cc2ccccc2)c1C	3	6	i	2	-1	.	-23	3.1	-4	-4
Cc1cccc2cc(COC(=O)C3CCCO3)c(=O)[nH]c12 (stereo unspecified)	-3	0	-2.8	1	0	.	0	0.1	-4	0
CC(C)[C@H]1COCCS(=O)(=O)N1Cc1ccc(Cl)cc1	-1	-3	i	-17	24	1.1	-98	-0.5	-1	-3
CC(C)Nc1ncnc2c1ncn2[C@H]1CN(Cc2ccncc2)C[C@@H](CO)O1	0	.	1.0	.	.	0.8	.	.	-3	.
COc1ccc(CC(N)c2csc(NC(=O)Cc3ccccc3)n2)cc1 (stereo unspecified)	-8	.	-0.6	.	.	0.1	.	.	-4	.
COCCCn1c(=S)[nH]c2ncccc2c1=O	4	1	-0.6	3	3	.	-24	0.2	5	-1
C=CCn1c(O)c(C(CC)=NC2CC2)c(=O)[nH]c1=O	7	7	-3.8	-1	38	.	-14	-0.4	0	1
O=C(C1CCC(N2C(=O)C3CC=CCC3C2=O)CC1)N1CCCCC1 (stereo unspecified)	6	1	i	-3	27	0.7	-12	0.1	2	-2
CCOC(=O)C1=C(C)NC(=O)NC1c1ccc(OCC(=O)N2CCCCC2)cc1 (stereo unspecified)	6	4	1.1	4	33	.	-23	-0.4	-2	0
CCO/N=C/C1=C(O)C(C(=O)OC)C(C)(C)CC1=O (stereo unspecified)	7	9	-1.1	0	17	1.2	.	-0.8	-3	3
Cc1cc(F)ccc1C(O)c1ncc(-c2cccc(OCc3ccccc3)c2)[nH]1 (stereo unspecified)	3	.	i	.	.	0.5	.	.	2	.
COc1ccc(CCNC(=O)C(=O)NCC2CCNCC2)cc1OC	1	2	0.6	3	16	1.3	-7	-0.2	16	-3
Cc1ccc(CN2CCS(=O)(=O)CC2)o1	-2	-1	0.4	1	-6	-0.3	-7	0.5	-6	2
CC(Oc1ccc2c(-c3ccccc3)cc(=O)oc2c1)C(=O)N1CCOCC1 (stereo unspecified)	4	6	-2.0	1	.	-0.4	-6	0.4	-2	.
O=S(=O)(c1ccc(Br)cc1)N1CCN(Cc2ccco2)CC1	9	2	2.9	-3	25	1.4	-4	-1.1	-2	4
Cc1cccc(CN2CCN(Cc3nc4c(s3)CCCC4)CC2CCO)n1 (stereo unspecified)	-7	0	1.0	-2	31	-1.1	-16	0.1	-1	4

Entries of single compounds from above. Order of values: Y pestis TopoI | Rv3671c inh | Vc quorum ag | MazEF act | DUSP3 inh | TcdB inh | SSB-PriA inh | PfHsp40 yeast | Anthrax LF inh2 | 3CLpro inhibitor
O=S(=O)(c1ccc(Br)cc1)N1CCN(Cc2ccco2)CC1 as listed: 9 | 2 | 2.9 | -3 | 25 | 1.4 | -4 | -1.1 | -2 | 4
CC(Oc1ccc2c(-c3ccccc3)cc(=O)oc2c1)C(=O)N1CCOCC1 (stereo unspecified) as listed: 4 | 6 | -2.0 | 1 | . | -0.4 | -6 | 0.4 | -2 | .
Cc1ccc(CN2CCS(=O)(=O)CC2)o1 as listed: -2 | -1 | 0.4 | 1 | -6 | -0.3 | -7 | 0.5 | -6 | 2
COc1ccc(CCNC(=O)C(=O)NCC2CCNCC2)cc1OC as listed: 1 | 2 | 0.6 | 3 | 16 | 1.3 | -7 | -0.2 | 16 | -3

Source: PubChem BioAssay
